Exocytosis inh: blocks lytic granule exocytosis. TALL-104 LAMP-1 surface exposure, flow cytometry; cells stimulated with thapsigargin and PMA. 0.66% of 360,000 active. inhibition, % at 10 µM. AID 651702;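 active = inhibition above about 55%, limit read from the data; inconclusive = no clear call, values can overlap the other calls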
iPSC survival up: enhancers of human iPSC single-cell survival; hiPSC single-cell survival, ATPlite luminescence; 100% = ROCK inhibitor wells, 0% = DMSO; survival enhancement, % at 20 µM; 0.044% of 360,000 active; AID 602274; in the data active = survival enhancement above about 18%;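 also: cells exposed to compounds for 16 hours before the ATP read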
ABCB6 inh MLPCN: human ABCB6 transporter inhibition | fluorescence ratio to DMSO, % at 10 µM | Q9NP58 | 0.19% of 360,000 active | K562-ABCB6 porphyrin accumulation, flow cytometry, 1 h; active compounds read low;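 active = fluorescence ratio to DMSO below 75%, the collection mean minus 3 SD; inconclusive = too few cells collected in the well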;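 also: signal is porphyrin accumulated inside mitochondria; 100% equals median channel fluorescence of DMSO control wells; lower ratio means ABCB6 inhibition with less porphyrin fluorescence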
Target sequence (Q9NP58 whole entry, looked up): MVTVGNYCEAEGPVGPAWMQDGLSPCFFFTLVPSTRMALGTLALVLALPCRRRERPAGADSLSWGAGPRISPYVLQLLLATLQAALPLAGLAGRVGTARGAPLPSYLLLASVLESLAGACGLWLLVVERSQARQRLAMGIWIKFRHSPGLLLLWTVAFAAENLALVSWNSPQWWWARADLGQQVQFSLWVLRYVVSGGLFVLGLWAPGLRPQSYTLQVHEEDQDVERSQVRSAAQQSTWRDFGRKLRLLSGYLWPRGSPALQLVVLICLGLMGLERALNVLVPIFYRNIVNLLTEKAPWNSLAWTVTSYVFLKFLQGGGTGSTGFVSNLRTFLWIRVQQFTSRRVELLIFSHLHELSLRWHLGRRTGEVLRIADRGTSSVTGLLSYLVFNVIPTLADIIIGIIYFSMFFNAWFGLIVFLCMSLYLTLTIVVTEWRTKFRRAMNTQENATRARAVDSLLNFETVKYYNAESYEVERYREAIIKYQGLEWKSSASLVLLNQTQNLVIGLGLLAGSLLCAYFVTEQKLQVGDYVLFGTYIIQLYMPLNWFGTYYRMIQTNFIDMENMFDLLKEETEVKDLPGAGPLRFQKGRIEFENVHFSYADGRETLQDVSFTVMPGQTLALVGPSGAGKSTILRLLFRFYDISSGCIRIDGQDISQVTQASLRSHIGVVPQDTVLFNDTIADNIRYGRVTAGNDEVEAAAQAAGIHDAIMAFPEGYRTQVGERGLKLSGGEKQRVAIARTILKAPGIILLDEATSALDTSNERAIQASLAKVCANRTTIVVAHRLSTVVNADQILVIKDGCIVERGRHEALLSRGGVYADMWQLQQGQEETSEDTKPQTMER
H9c2 protect: modulators protecting cardiomyocytes from myocardial damage; AID 588492; H9c2 cardiomyocytes, H2O2 injury protection, ATPLite, 2 h; protection from H2O2 cell death, % at 20 µM; 0.63% of 360,000 active;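 active = compounds giving at least 50% protection of heart cells from peroxide-induced death in the single-dose screen, raw or plate-pattern-corrected value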;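 also: 0% = DMSO wells with peroxide and 100% = DMSO wells without peroxide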
Vif inh: inhibitors of HIV Vif | HEK293T cells, Vif self-association by quenched fluorescence, imaging, 24 h | inhibition, % at 7.49 µM | 0.35% of 340,000 active | AID 602346; in the data active = inhibition above about 50%, passing the limit was not always enough; inconclusive = no clear call, values can overlap the other calls; inactive = below about 31%; also: some results filed as inactive read as strong as hits
PDI inh: inhibitors of human protein disulfide isomerase | P07237 | 0.052% of 350,000 active | AID 588391 | inhibition, % at 10 µM | PDI insulin aggregation turbidity, A650, 90 min;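 active = mean inhibition across replicates of 30% or more, whatever share of single replicates reach that level; inconclusive = mean inhibition below 30% while every single replicate reaches 30%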;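 also: absorbance from insulin aggregation driven by PDI reduction with DTT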
CaV13 FRET inh: Disruptors of the CACNA1D IQ motif to Ca2+-dependent inactivation inhibitor domain association, primary screening, Förster resonance energy transfer in intact living …. HEK cells, CFP/YFP FRET ICDI-IQ, plate reader, 10 min; percent FRET-ratio fall versus neutral wells. inhibition, % at 12.3 µM. 0.098% of 340,000 active;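 active = mean replicate inhibition of at least 30% and at least 1% of replicates passing that level; inconclusive = only one of the two criteria is met; inactive = neither criterion is met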;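 also: 0% = median of the neutral control wells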
Glyco luc inh: blocks N-linked glycosylation in D54 reporter cells. D54 ERlucT glycosylation luciferase reporter, 24 h; percent of 100 nM tunicamycin response. reporter increase, % at 12.5 µM. 0.23% of 360,000 active;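 active = mean luciferase reporter signal, scaled so untreated is 0 and the glycosylation-blocking control 100, at or above a set limit in every replicate; inconclusive = mean reaches the limit but not every replicate does; inactive = mean below the limit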;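 also: luciferase carries N-glycosylation sites so blocking glycosylation raises the light; 0% = median of neutral control wells and 100% = median of 100 nM tunicamycin wells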
m5-HT2A agonist: agonists of mouse serotonin 5-HT2A receptor (HTR2A) | CHO-K1 mHTR2A beta-arrestin complementation, luminescence; percent of 30 µM serotonin response | activation, % at 7.6 µM | 0.66% of 360,000 active | AID 624169;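 active = activation above a run cutoff, the mean activation of all tested compounds plus 3 SD, cut at about 14% in these data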;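 also: 0% = plate median of compound wells and 100% = 30 µM serotonin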
aDG glyco act: alpha-DG glycosylation activation; 0.22% of 360,000 active; activation, % at 10 µM; AID 624168; Pro5-aDG cells, alpha-DG glycosylation AlphaScreen (IIH6); 0% Pro5, 100% B10-LARGE cell signal;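 active = activation of at least 8% versus controls, or a plate z-score of at least 8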;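 also: Pro5 are CHO cells carrying HIG-tagged alpha-DG that lacks glycosylation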
* hit, by the source's call; ? = inconclusive; / = no result given. The list is partial (hit frequency here may not be typical).

SMILES	Exocytosis inh	iPSC survival up	ABCB6 inh MLPCN	H9c2 protect	Vif inh	PDI inh	CaV13 FRET inh	Glyco luc inh	m5-HT2A agonist	aDG glyco act
CC1(C)C2SCC(=O)N2CCN1CC(=O)NN (stereo not given)	-4	0.2	99	4	2	-2	-4	1	2	0.1
CN=C1CN(O)C(c2ccccc2)=c2cc(Cl)ccc2=N1	24	-3.5	93	-6	4	0	-6	0	-1	0.0
C[C@]12CCC(=O)C[C@@H]1CC[C@@H]1[C@@H]2CC[C@]2(C)[C@@H](O)CC[C@@H]12	-2	2.6	100	0	3	-3	/	-2	1	0.1
Cc1ccc2c(c1)CC1(CN2C)C(=O)NC(=O)N(C(C)C)C1=O (stereo not given)	1	0.8	103	3	4	-3	-5	0	2	0.0
COc1ccc(NC(=O)N2C[C@@H]3C[C@@H](C2)c2cccc(=O)n2C3)c(OC)c1	-3	-0.9	99	6	0	/	/	-1	0	-0.1
Cc1ccc(OCC(=O)N2CCN(Cc3ccc([N+](=O)[O-])cc3)CC2)cc1	-3	-0.3	96	-4	-8	3	-2	-1	3	0.2
Cc1nc2c(-c3ccccc3)c(C)nn2c(C)c1CCC(=O)N1CCC2(CC1)OCCO2	10	0.8	98	16	-18	13	-5	0	4	0.0
CCCCOC(=O)C1=C(N)OC2=C(C(=O)CC(C)(C)C2)[C@]12C(=O)N(C)c1ccccc12	-13	-3.4	193	15	/	-2	-2	0	5	0.2
CN1C(=O)C(Cc2ccsc2)C(=O)N(C)C1=O	-2	7.4	99	-3	-7	9	/	2	3	0.0
O=c1c2ccccc2nc(/C=C/c2ccccn2)n1-c1ccccc1	-2	0.5	100	19	-11	9	-4	0	1	0.3
CCn1c(C)cc(/C=C2\C(=O)NC(=O)N(c3ccccc3C)C2=O)c1C	2	-2.8	103	2	0	1	-4	3	4	-0.1
COc1ccc(N=C(C)c2c(O)[nH]c(=O)[nH]c2=O)cc1	-3	0.0	100	-1	4	2	-1	1	-4	0.1
Cc1ccccc1-n1c(O)c(C=NCCN2CCOCC2)c(=O)[nH]c1=O	-3	4.2	97	7	23	16	/	2	0	-0.2
COc1ccc(O)c(CN2CCCC(C(=O)c3ccccc3SC)C2)c1 (stereo not given)	4	2.9	103	-17	5	-20	-3	-2	-6	-0.2
COc1cccc(OC)c1C(=O)Nc1nc(N)n(-c2ccccc2)n1	0	7.8	96	3	-11	0	-4	6	2	-0.1
CN(C)CC1CCCCC1=O (stereo not given)	3	0.1	106	0	-5	-11	-4	-1	-2	0.0
COC(=O)C1=C(c2cccc(OC)c2OC)C[C@@H]2CC[C@H]1N2C(=O)N1CCC(C)CC1	-2	-1.6	102	2	1	-7	-10	0	-1	0.1
Cc1ccc2occ(CN3CC4CC(C3)c3cccc(=O)n3C4)c(=O)c2c1 (stereo not given)	-9	4.6	97	-2	1	-3	-8	-1	0	3.1
O=P(N1CCCCCC1)(N1CCCCCC1)N1CC1	30	-1.0	95	2	10	3	-2	2	0	-0.2
CC(C)(C)n1nnnc1C(C1CC1)N1CCC2(CC1)C(=O)NCN2c1ccccc1 (stereo not given)	-2	0.3	99	5	-9	/	-6	1	-7	-0.1
O=C1C2CCCN2C(c2cccnc2)N1c1ccc(Cl)cc1 (stereo not given)	2	0.2	102	2	1	1	-5	0	4	-0.2
Cc1ccc(N2C(=O)NC(=O)/C(=C\c3ccoc3)C2=O)cc1	2	-0.7	96	-1	27	-9	-6	4	-2	0.0
C=C1N2CCC(CC2)C1(O)c1ccc(C)c(C)c1 (stereo not given)	-2	-3.2	92	20	51*	-7	-5	-1	-3	0.0
CC(C)=CCC12CN3CCN(CC(C3)C1=O)C2	-3	0.7	102	3	/	4	/	1	-4	-0.1

Single entries from the entries so far:
CC(C)(C)n1nnnc1C(C1CC1)N1CCC2(CC1)C(=O)NCN2c1ccccc1 (stereo not given) @ Glyco luc inh: 1
CN(C)CC1CCCCC1=O (stereo not given) @ iPSC survival up: 0.1
Cc1ccc2occ(CN3CC4CC(C3)c3cccc(=O)n3C4)c(=O)c2c1 (stereo not given) @ Exocytosis inh: -9
CCCCOC(=O)C1=C(N)OC2=C(C(=O)CC(C)(C)C2)[C@]12C(=O)N(C)c1ccccc12 @ ABCB6 inh MLPCN: 193

7 of the compounds above, with values under each structure:
Each structure is followed by: Exocytosis inh	iPSC survival up	ABCB6 inh MLPCN	H9c2 protect	Vif inh	PDI inh	CaV13 FRET inh	Glyco luc inh	m5-HT2A agonist	aDG glyco act
- CN(C)CC1CCCCC1=O (stereo not given)
 : 3	0.1	106	0	-5	-11	-4	-1	-2	0.0
- COC(=O)C1=C(c2cccc(OC)c2OC)C[C@@H]2CC[C@H]1N2C(=O)N1CCC(C)CC1
 : -2	-1.6	102	2	1	-7	-10	0	-1	0.1
- Cc1ccc2occ(CN3CC4CC(C3)c3cccc(=O)n3C4)c(=O)c2c1 (stereo not given)
 : -9	4.6	97	-2	1	-3	-8	-1	0	3.1
- O=P(N1CCCCCC1)(N1CCCCCC1)N1CC1
 : 30	-1.0	95	2	10	3	-2	2	0	-0.2
- CC(C)(C)n1nnnc1C(C1CC1)N1CCC2(CC1)C(=O)NCN2c1ccccc1 (stereo not given)
 : -2	0.3	99	5	-9	/	-6	1	-7	-0.1
- O=C1C2CCCN2C(c2cccnc2)N1c1ccc(Cl)cc1 (stereo not given)
 : 2	0.2	102	2	1	1	-5	0	4	-0.2
- Cc1ccc(N2C(=O)NC(=O)/C(=C\c3ccoc3)C2=O)cc1
 : 2	-0.7	96	-1	27	-9	-6	4	-2	0.0

Other structures.
SMILES	Exocytosis inh	iPSC survival up	ABCB6 inh MLPCN	H9c2 protect	Vif inh	PDI inh	CaV13 FRET inh	Glyco luc inh	m5-HT2A agonist	aDG glyco act
N#CC12CC(=O)N1Cc1cnnn1-c1ccccc12 (stereo not given)	3	3.0	95	6	-13	/	-11	4	5	-0.2
C(=NN1CCCCCC1)c1c[nH]c2ccccc12	-11	1.3	101	0	-5	4	-4	1	1	-0.1
CC(=O)Nc1ccc(CC(=O)N2CCN(Cc3ccccc3)CC2)cc1	-18	-0.5	102	-6	1	-5	-7	-3	4	0.0
O=C(CCCC1=NS(=O)(=O)c2ccccc2N1)N1CCC2(CC1)OCCO2	-2	0.4	93	2	1	5	-6	2	1	0.0
COc1ccc(OC)c(CN2CCN(C(=O)COc3cccc(C)c3)CC2)c1	2	0.0	109	-4	/	-6	/	1	-2	0.2
CN1CCCCC1Cc1ccccc1 (stereo not given)	-2	2.1	87	1	11	/	/	2	2	-0.2
O=C1NC(=O)N(c2ccccc2)C(=O)/C1=C/c1coc2ccc(O)cc2c1=O	-2	-0.6	94	-16	0	10	-6	5	1	0.1
COc1ccccc1N1CCN(Cc2ccc(Br)s2)CC1	-1	-1.6	99	-3	-2	5	-6	-2	6	0.2
COc1ccc(C=C2C(=O)NC(=S)NC2=O)cc1OC	3	4.4	99	2	-7	7	-9	2	-2	0.4
Cc1oc(-c2ccccc2)nc1CN1C(=O)CN=C(c2ccccc2)c2ccccc21	9	1.9	97	0	0	4	-7	-4	4	-0.3
COC(=O)C1=C(c2cccc(OCc3ccccc3)c2)C[C@@H]2CC[C@H]1N2C(=O)NCc1cccc(OC)c1	-8	-0.8	94	-6	-4	5	17	-3	-2	1.2
COC(=O)[C@@H]1N=C(c2ccc(OC)cc2)O[C@]12C(=O)N(C)c1ccc(Cl)cc12	-7	-0.1	89	/	/	/	-5	/	3	0.1
O=C(O)c1ccc(NC(=O)N2C[C@H]3C[C@@H](C2)c2cccc(=O)n2C3)cc1	0	-0.6	101	1	10	/	/	-2	-3	0.1
Fc1cccc(CCNCc2ccccn2)c1	1	0.4	95	4	-7	9	-3	4	1	0.2
CC(=O)c1ccc(OCC(=O)N2CCCC(N3CCN(c4ccccc4C)CC3)C2)cc1 (stereo not given)	2	0.4	99	-7	/	-4	-2	/	-8	0.2
CCCCn1c(=O)c(C(=O)Nc2ccccc2C)c(O)c2ccccc21	-2	-0.1	96	31	-1	1	/	-1	-3	0.0
COc1ccc(-n2c(O)c(C=NCCN3CCN(C(C)=O)CC3)c(=O)[nH]c2=S)cc1	-2	0.7	100	3	-4	-6	-16	4	6	0.1
COc1ccc(C2=NCC(=S)Nc3ccc(Cl)cc32)cc1Cl	-2	-3.2	105	18	0	-3	-5	-2	2	0.1
C[n+]1ccc(-c2ccncc2)cc1	?	-1.1	99	3	12	-3	-6	1	-2	0.0
CCOP(=S)(OCC)Oc1cc(C)nc(C(C)C)n1	5	-0.9	98	-11	-2	2	-4	-1	-2	0.6
Fc1ccc(CNCCc2ccccc2)cc1	-2	0.4	97	2	-3	-9	-5	-1	-3	1.0
C=CC(=O)OCCO	8	-1.9	96	3	19	-2	-2	-1	1	1.1
O=Cc1cn(Cc2c(F)cccc2Cl)c2ccccc12	-2	-0.2	95	-8	-1	-7	-7	-6	5	0.2
COP(=S)(OC)c1c(C)nn(CCC#N)c1NC(=O)c1ccc(Cl)cc1	-5	-0.1	103	5	1	-2	-4	1	-5	0.0
CCCN1C2CCCC1CC(NC(C)=O)C2 (stereo not given)	-2	3.1	102	4	16	7	-4	2	2	0.2
ClCCN(CCCl)c1ccc(C2=NCCc3ccccc32)cc1	8	-3.1	101	-1	-1	-1	-9	-5	0	0.2
O=C(N/N=C/c1c(O)n(Cc2ccc(F)cc2)c(=S)[nH]c1=O)c1ccncc1	-1	-0.7	101	-1	-3	-6	3	0	0	0.0
O=C(NC(=O)N1CCC2(CC1)OCCO2)c1ccc(Cl)cc1	1	1.1	97	-2	1	-2	-1	2	2	-0.1

In the list so far, two have a cyano group:
SMILES	Exocytosis inh	iPSC survival up	ABCB6 inh MLPCN	H9c2 protect	Vif inh	PDI inh	CaV13 FRET inh	Glyco luc inh	m5-HT2A agonist	aDG glyco act
N#CC12CC(=O)N1Cc1cnnn1-c1ccccc12 (stereo not given)	3	3.0	95	6	-13	/	-11	4	5	-0.2
COP(=S)(OC)c1c(C)nn(CCC#N)c1NC(=O)c1ccc(Cl)cc1	-5	-0.1	103	5	1	-2	-4	1	-5	0.0

From PubChem
